Bioassay records: PubChem, National Center for Advancing Translational Sciences (NCATS)
PGK inhibitor: T. brucei PGK inhibition; Potency, µM (highest dose often 57.5 µM), without a hit: top-dose activity change, negative = inhibition, usual class: inhibitors; PGK/GAPDH coupled, Kinase-Glo luminescence, 60 min; AID 602233; actives 0.043% (n = 380,000); P07378; also: potency is read from the fitted curve at half-maximal effect; % is scaled to controls: 0 for no effect and ±100 for the full control effect; nearly all actives have a fitted effect of over 60% in size
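Luminescent ATP detection (Kinase-Glo Plus) follows a 60-minute room-temperature incubation, with wells lacking PGK as controls. Buffer: 100 mM TEA (pH 7.6), 5 mM MgCl2, 0.01% Tween-20. Coupling enzyme GAPDH (100 nM final) supplies unstable 1,3-BPG in-well.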
mIDH1 inhibitor: blocks human mutant IDH1 R132H enzyme. O75874. IDH1-R132H enzyme, NADPH consumption, diaphorase/resazurin fluorescence. Potency, µM (titrated, usually from 76.6 µM), without a hit: at the top dose activity change, negative = inhibition, actives largely listed as inhibitors. actives 0.093% (n = 390,000). AID 602179; also: potency is read from the fitted curve at half-maximal effect; % is scaled to controls: 0 for no effect and ±100 for the full control effect; nearly all actives have a fitted effect of over 65% in size
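IDH1-R132H (0.5 ug/mL dispensed) in pH 7.5 Tris buffer was preincubated 30 min with compound, then given a substrate mix of 0.016 mM NADPH and 2 mM alpha-KG for 80 min at room temperature; remaining NADPH was read by diaphorase/resazurin fluorescence.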
PI4K2A inh: inhibitors of human PI4K2A. Q9BTU6. AID 1346378. actives 0.13% (n = 420,000). activity change, negative = inhibition, % at 76.9 µM. purified PI4K2A, ADP-Glo luminescence, 1 h; hits give low values; in the data active = activity change below about -50%; inconclusive = mostly about -30% to -49%;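 also: -100% = wells without enzyme as full effect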
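Compounds are screened against recombinant PI4K2A using PI as substrate and ATP, the latter dispensed at 300 microM. Reactions run one hour at ambient temperature before ADP-Glo detection; full inhibition defined by wells lacking enzyme.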
TrxR1 inh: inhibitors of rat thioredoxin reductase 1 | O89049 | recombinant rTrxR1, NADPH fluorescence consumption, selenite substrate | Potency, µM (doses to about 114 µM), inactives show at the highest dose activity change, negative = inhibition, actives largely listed as inhibitors | actives 1% (n = 390,000); also: potency is read from the fitted curve at half-maximal effect; % is scaled to controls: 0 for no effect and ±100 for the full control effect; nearly all actives have a fitted effect of over 65% in size
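Rat TrxR1 (90 nM in the dispensed reagent) was pre-reduced with 400 uM NADPH for 5 min at room temperature, then incubated with compound for 15 min. After 400 uM selenite was added, NADPH fluorescence (Ex 340/Em 450 nm) was followed for 8 min.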
USP1-UAF1 inh: USP1/UAF1 (human) deubiquitinase inhibition; O94782; actives 0.23% (n = 390,000); Potency, µM (top dose mostly 57.1 µM), for the others: top-dose activity change, negative = inhibition, hits mostly inhibitors; recombinant USP1/UAF1, Ub-Rhodamine cleavage fluorescence; also: potency is read from the fitted curve at half-maximal effect; % is scaled to controls: 0 for no effect and ±100 for the full control effect; nearly all actives have a fitted effect of over 60% in size; inactives centre near -12
Target sequence (O94782 whole entry, looked up): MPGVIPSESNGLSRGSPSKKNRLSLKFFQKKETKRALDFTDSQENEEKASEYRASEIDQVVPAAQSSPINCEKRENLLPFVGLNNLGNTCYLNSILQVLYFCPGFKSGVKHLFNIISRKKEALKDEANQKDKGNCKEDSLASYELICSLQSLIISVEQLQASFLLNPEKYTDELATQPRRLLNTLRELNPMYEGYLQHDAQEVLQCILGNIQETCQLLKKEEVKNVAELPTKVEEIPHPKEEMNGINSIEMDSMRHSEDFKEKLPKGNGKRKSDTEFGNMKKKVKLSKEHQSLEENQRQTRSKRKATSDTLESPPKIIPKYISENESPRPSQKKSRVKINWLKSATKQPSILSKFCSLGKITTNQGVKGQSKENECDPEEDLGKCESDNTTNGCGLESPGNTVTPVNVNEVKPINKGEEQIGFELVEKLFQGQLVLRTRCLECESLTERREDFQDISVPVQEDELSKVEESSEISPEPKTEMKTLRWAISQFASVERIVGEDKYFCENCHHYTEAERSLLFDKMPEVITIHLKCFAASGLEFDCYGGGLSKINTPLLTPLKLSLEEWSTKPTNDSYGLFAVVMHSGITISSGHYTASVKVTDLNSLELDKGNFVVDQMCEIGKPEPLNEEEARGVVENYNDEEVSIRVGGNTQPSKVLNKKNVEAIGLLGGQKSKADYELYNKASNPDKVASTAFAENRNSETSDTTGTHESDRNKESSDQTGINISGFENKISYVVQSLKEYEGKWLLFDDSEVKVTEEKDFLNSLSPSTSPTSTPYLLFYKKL
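USP1/UAF1 complex (1 nM) preincubated 15 min at room temperature with compound, then Ub-Rho substrate (150 nM final) added. Kinetic fluorescence at 480/540 nm over 6 reads at 60 s intervals; 50 mM HEPES pH 7.8, 0.5 mM EDTA, 0.1 mg/ml BSA, 1 mM TCEP, 0.01% Tween-20.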
GLS inhibitor: blocks human kidney-isoform glutaminase activity; O94925; GLS enzymatic activity, qHTS titration; Potency, µM (doses to about 45.5 µM), inactives show at the top dose activity change, negative = inhibition, hits mostly inhibitors; actives 0.21% (n = 410,000); AID 624170; also: potency is read from the fitted curve at half-maximal effect; % is scaled to controls: 0 for no effect and ±100 for the full control effect
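Coupled fluorescence readout: glutamate oxidase/HRP/Amplex Red detect glutamate formed by hKGA from L-glutamine (1 mM solution added). Buffer 45 mM KH2PO4 pH 8.2, 0.02% Tween-20; reads at t0 and 30 min RT.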
HP1b chromo inh: blocks HP1-beta chromodomain binding to methylated histone tails. AlphaScreen HP1-beta / biotin-H3K9me3 peptide binding. Potency, µM (series often up to 114 µM), for the others: at the top dose activity change, negative = inhibition, usual class: inhibitors. AID 540317. actives 0.56% (n = 390,000); also: potency is read from the fitted curve at half-maximal effect; nearly all actives have a fitted effect of over 70% in size; inactives centre near 23
Target sequence (P83916 whole entry, looked up): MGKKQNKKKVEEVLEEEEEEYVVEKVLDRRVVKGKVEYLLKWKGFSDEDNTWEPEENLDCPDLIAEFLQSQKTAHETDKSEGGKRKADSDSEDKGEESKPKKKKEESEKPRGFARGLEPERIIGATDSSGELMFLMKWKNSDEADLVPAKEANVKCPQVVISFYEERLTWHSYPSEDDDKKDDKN
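Compound inhibition of the preformed complex between 50 nM HP1-beta and 50 nM biotinylated H3K9me3 peptide was read by AlphaScreen. Buffer was PBS pH 7.4 with 0.01% Tween-20. Incubations ran 30 min at room temperature, with 10 ug/mL donor/acceptor beads.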
Pin1 inhibitor: human Pin1 inhibition | Pin1 FP peptide displacement, HiFluor488, 10 min | Potency, µM (top dose mostly 115 µM), for the others: at the top dose activity, negative = inhibition, actives largely listed as inhibitors | actives 0.009% (n = 390,000) | AID 504891 | Q13526; active = well fitted inhibition curve with a large enough effect in the polarisation, with a control signal flat, not every such curve was filed as active; inconclusive = small, poorly fitted or top-dose-only effect, or effect the other way, or a change in a side signal; inactive = no such curve, though single readings can be large or run the other way; the % refers to the polarisation; also: potency is read from the fitted curve at half-maximal effect; % is scaled to controls: 0 for no effect and ±100 for the full control effect
TrxR1 substrate: rat thioredoxin reductase 1 substrate activity; Potency, µM (series often up to 114 µM), for the others: at the highest dose activity change, negative = substrate turnover; O89049; purified TrxR1 substrate turnover, NADPH consumption readout; AID 588456; actives 0.01% (n = 390,000); also: potency is read from the fitted curve at half-maximal effect; % is scaled to controls: 0 for no effect and ±100 for the full control effect; nearly all actives have a fitted effect of over 50% in size
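Rat TrxR1, dispensed at 90 nM, was prereduced with 400 uM NADPH (final) for 5 min at ~22 deg C, then incubated with compound 15 min before 400 uM selenite. A first-read NADPH fluorescence drop versus no-compound background flagged substrates.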
The depositor's hits bear a star; i = inactive; ? = inconclusive; nt = not tested or not shown; & = joins results of further samples; [ ] = another dose, or the depositor's remark. Unless noted, calls follow the shape of the dose curve; as a rule, active = well fitted curve in the direction sought with a large enough effect; inconclusive = small, poorly fitted or top-dose-only effect, or another doubt; inactive = no such curve, though single readings can be large; an effect the other way counts as inactive or inconclusive. Some of the compounds tested; rates above refer to the full screens.

item	SMILES	PGK inhibitor	mIDH1 inhibitor	PI4K2A inh	TrxR1 inh	USP1-UAF1 inh	GLS inhibitor	HP1b chromo inh	Pin1 inhibitor	TrxR1 substrate
1	COC(=O)[C@H]1C[C@@H]1[C@H](NC(=O)c1ccccc1)c1ccccc1	-8%	9%	-2	-2%	-16%	0%	43%[activator]	-11%	3%
2	CCC(Oc1ccccc1OC)C(=O)Nc1ccc2c(c1)OCO2 (configuration not stated)	-3%	4%	0	19%	-5%	5%	14%	6%	3%
3	COc1cccc(C2CC(=O)Nc3cc(OC)c(OC)cc32)c1 (configuration not stated)	8%	-4%	-1	14%	-8%	1%	24%	1%	-1%
4	CCOC(=O)c1cccc(NC(=O)c2cccs2)c1	i	1%	4	21%[57.1 µM]	-16%	-3%	49%[activator]	-4%	1%[57.1 µM]
5	CCCCNC1CCS(=O)(=O)C1 (configuration not stated)	nt	0%	-1	19%	-6%	-9%	28%	-2%	5%
6	CN(c1ccccc1)S(=O)(=O)c1ccc2c(c1)oc(=O)n2C	-9%	3%	2	9%	?	8%	29%	-2%	3%
7	COC(=O)c1ccccc1NC(=O)NC1CCN(Cc2ccccc2)CC1	16%	6%	-1	12%[57.1 µM]	-9%	-2%	5%	4%	17%[57.1 µM]
8	Cc1ccc(C(=O)O)cc1NCc1ccncc1	i	1%	1	17%	-8%	3%	29%	-8%	5%[57.1 µM]
9	O=C(NNc1ccc(F)cc1F)C1CCC1	i	6%	-7	15%[57.1 µM]	?	0%	23%	0%	9%
10	CC(C)=CCC/C(C)=C/CNC(=O)CC1C[C@H](C(=O)N(C(C)C)C(C)C)[C@@]2(C)c3[nH]c4ccccc4c3CCN2C1=O (some centres not stated)	0%	0%	0	-3%	?	-7%	2%	0%	-11%
11	CCOC(=O)CNC(=S)N(Cc1ccccc1)Cc1cccnc1	5%	13%	-3	6%[57.1 µM]	-10%	-1%	7%	-6%	4%[57.1 µM]
12	O=C(NCc1ccc(Cl)cc1)c1cnccn1	-2%	5%	1	-11%	-10%	-2%	22%	4%	-5%
13	COc1ccc(-c2ccnc(SCC(=O)c3ccc(Cl)cc3)n2)cc1	-4%	-3%	6	13%[57.1 µM]	-10%	8%	31%	11%	9%[57.1 µM]
14	CCN(CC)CCn1c2ccccc2c2nc(C)sc21	-3%	5%	-4	-3%[57.1 µM]	-12%	30%	10%	1%	-6%[57.1 µM]
15	FC(F)(F)c1cccc(N2CCN(CC3CC=CCC3)CC2)c1 (configuration not stated)	-5%	5%	-5	12%[2.29 µM]	-22%	1%	109%[activator]	-1%	-6%
16	COC(=O)C(NNc1ccccc1)(NC(=O)c1ccc(F)cc1)C(F)(F)F (configuration not stated)	8%	-4%	-3	-12%	-18%	12%	8%	3%	-1%
17	NC(=O)CC(NC(=O)Cc1ccc(Br)cc1)c1ccc(NCCc2ccc(Cl)cc2)c([N+](=O)[O-])c1 (configuration not stated)	-6%	9%[38.3 µM]	-5	nt	-9%	2%	-16%	33%[activator]	7%
18	CCn1nc(C)c(C2C(C#N)=C(N)Oc3n[nH]c(C)c32)c1C (configuration not stated)	i	5%	5	14%	-20%	-25%	46%[activator]	-10%	-24%[57.1 µM]
19	Cc1nnc(SCCC(=O)Nc2ccccc2Cl)o1	-9%	4%	-1	4%[57.1 µM]	-11%	2%	50%[activator]	-1%	5%[57.1 µM]
20	CC1CCCCC12NC(=O)N(CC(=O)Nc1cccnc1)C2=O (configuration not stated)	7%	0%	1	nt	-26%	-1%	nt	nt	nt
21	CCN(CC)C(=O)C1=C(C)N(CCC2=CCCCC2)C(=O)C(CC(=O)NCc2cccc3ccccc23)C1 (configuration not stated)	-9%	0%	-3	nt	-12%	-2%	nt	nt	nt
22	CCOc1ccc(NC(=O)CC2NCCNC2=O)cc1 (configuration not stated)	-9%	6%	-1	-8%	-1%	0%	20%	-5%	-5%
23	NS(=O)(=O)c1ccc(N/N=C/c2ccncc2)cc1	-9%	-1%	0	-9%[57.1 µM]	-12%	-7%	8%	?	-7%[57.1 µM]
24	Cn1cc(CCC(=O)NCc2cccc(Cl)c2)c2ccccc21	4%	7%	-11	18%	-6%	0%	11%	-1%	5%
25	COc1ccc2c(c1)c1ncn(CCCN3CCOCC3)c(=O)c1n2C	-7%	-2%	-10	64%[activator]	1%	-2%	3%	1%	332%[activator]

The final two entries of the section before open the next one.
item	SMILES	PGK inhibitor	mIDH1 inhibitor	PI4K2A inh	TrxR1 inh	USP1-UAF1 inh	GLS inhibitor	HP1b chromo inh	Pin1 inhibitor	TrxR1 substrate
24	Cn1cc(CCC(=O)NCc2cccc(Cl)c2)c2ccccc21	4%	7%	-11	18%	-6%	0%	11%	-1%	5%
25	COc1ccc2c(c1)c1ncn(CCCN3CCOCC3)c(=O)c1n2C	-7%	-2%	-10	64%[activator]	1%	-2%	3%	1%	332%[activator]
26	CCN(CC)CCOc1c(C)cccc1Cl	7%	8%	2	8%[57.1 µM]	-25%	3%	18%	-2%	4%[57.1 µM]
27	COC(=O)c1ccc(C2/C(=C(\O)c3ccc(OC)c(C)c3)C(=O)C(=O)N2c2cc(C)on2)cc1 (configuration not stated)	-8%	-4%	-3	-8%	6%	2%	2%	-1%	-8%
28	CCc1ccccc1Nc1nn2c(=O)c3ccc(C(=O)NCCc4ccccc4)cc3nc2s1	-9%	-4%	0	37%[activator]	?	-11%	33%	3%	22%
29	O=C(N/N=C/c1ccco1)C1CC1c1ccccc1 (configuration not stated)	-16%	2%	-2	?	-22%	142%[activator]	?	7%	-4%
30	Cc1ccc(NC(=O)COC(=O)c2ccco2)cc1C	-9%	-1%	-5	2%	-20%	3%	21%	-4%	-3%
31	CCOc1ccc(CCNC(=O)c2cc(=O)[nH]c3ccc(S(=O)(=O)N(CC)CC)cc23)cc1OCC	-2%	6%	-3	2%	-17%	-1%	20%	4%	-6%
32	COc1ccc(-n2ncc3c(NCCC4=CCCCC4)ncnc32)cc1	i	8%	8	8%[57.1 µM]	?	-15%	22%	5%	-1%[57.1 µM]
33	COc1ccccc1N(C(=O)c1snc(C(N)=O)c1N)C(C(=O)NCc1ccccc1)c1ccc(C)o1 (configuration not stated)	7%	-18%	1	21%	-5%	3%	13%	?	30%
34	CN(C(=O)c1cccc(NC(=O)Cc2cccc(NC(=O)C3CCN(C(=O)CCc4ccccc4)CC3)c2)c1)C1CC1	10%	-8%	-1	-3%	-31%	1%	39%[activator]	-3%	-8%
35	COc1cc2c(cc1OC)CN(C(=O)c1ccc(S(=O)(=O)N3CCCCC3)cc1)CC2	-6%	7%	3	-9%	-22%	-8%	-3%	17%	-5%
36	CNC(=S)N(CCc1c(C)[nH]c2ccc(C)cc12)Cc1cc(OC)c(OC)c(OC)c1	2%	0%	2	-7%	?	5%	-14%	?	-4%
37	COc1ccc(C(CC(=O)N2CCCCC2)c2c(OC)cc(OC)c3ccc(=O)oc23)cc1 (configuration not stated)	-12%	6%	4	-16%&18%	-24%	1%	18%&33%	4%&-3%	-1%&7%
38	N#Cc1cc(S(=O)(=O)c2ccc(F)cc2)c(N)[nH]c1=O	-11%	2%	-9	10%	-23%	2%	30%	-7%	2%
39	COC(=O)c1c(NC(=O)COC(=O)c2ccc(C)s2)sc2c1CCCCC2	-4%	-2%	0	25%	-21%	-3%	8%	1%	7%
40	COc1ccc(CC(=O)n2nc(-c3cccnc3)nc2N)cc1	5%	-10%	5	-9%	-10%	8%	19%	3%	-5%
41	COC(=O)C1=C(C)NC2=C(C(=O)CC(C)(C)C2)C1c1cccc(C)n1 (configuration not stated)	5%	8%	-3	7%	-21%	5%	35%	-5%	70%[activator]
42	CC1(C)CC(=O)C=C(Nc2ccc(Cl)cc2)C1	-3%	2%	7	5%	-14%	17%	64%[activator]	-3%	1%
43	O=[N+]([O-])c1cc(C(F)(F)F)ccc1NCCc1c[nH]c2ccccc12	1%	-8%	-1	6%	-16%	3%	?	?	-3%
44	N#CC1=C(N)NC(SCC(=O)Nc2ccccc2)=C(C#N)C12CCCC2	i	-8%	-23	22%[57.1 µM]	-16%	-2%	4%	0%	-15%
45	CN(C)CCCNC(CC(=O)Nc1cccc([N+](=O)[O-])c1)C(=O)O (configuration not stated)	-1%	10%	-4	7%	-16%	-6%	15%	-7%	-2%
46	CC(C)(C)c1ccc(C(=O)NCc2nnc(SCC(=O)NCc3ccco3)o2)cc1	-9%	-1%	-4	1%	-23%	-2%	5%	-8%	-3%
47	Cc1ccc(N/N=C2/CCCNC2=O)cc1	3%	6%	-1	?	-4%	-11%	?	1%	7%[57.1 µM]
48	Cc1nc(-c2ccc(NC(=O)C3CC3)cc2)cs1	-1%	2%	-1	5%	?	1%	8%	-3%	3%
49	O=C(NC1CC1)c1cccc(NC(=O)C2CCN(S(=O)(=O)c3ccccc3C(F)(F)F)CC2)c1	-6%	10%	7	nt	-20%	-6%	nt	nt	nt
50	CN(C(=O)CN1C(=O)S/C(=C\c2ccc(Cl)cc2)C1=O)C1CCS(=O)(=O)C1 (configuration not stated)	1%	-5%	0	-2%[57.1 µM]	-3%	7%	40%[activator]	3%	0%[57.1 µM]
